Source: PubChem BioAssay (several laboratories)
LMPTP block: LMPTP (human) inhibition; P24666; recombinant LMPTP-A, OMFP fluorogenic substrate, fluorescence intensity; inhibition, % at 20 µM; 0.22% of 360,000 active;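 active = compounds that cut the enzyme signal by at least half of the control window in the single-dose screen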;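 also: plate controls were DMSO wells with enzyme plus substrate for no effect and substrate without enzyme for full effect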
Target sequence (P24666 whole entry, looked up): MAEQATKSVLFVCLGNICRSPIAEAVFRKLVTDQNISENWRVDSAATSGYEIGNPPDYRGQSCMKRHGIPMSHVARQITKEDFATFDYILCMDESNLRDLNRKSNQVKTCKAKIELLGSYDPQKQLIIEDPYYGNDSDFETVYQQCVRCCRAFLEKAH
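Assay system: LMPTP-A, protein tyrosine phosphatase of low molecular weight / Medium: pH 6.0 Bis-Tris buffer with DTT and Triton X-100 / Schedule: 50 min enzyme reaction at room temperature, protected from light / Measured by: endpoint fluorescence intensity from OMFP dephosphorylation / Read-out basis: % inhibition relative to no-enzyme and uninhibited control wells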
Neddylation inh: blocks human cullin neddylation. calls only at 25 µM. 0.58% of 360,000 active. TR-FRET cullin neddylation, biochemical. P61081+Q13564; in the data active = inhibition above about 36%
Target sequence (P61081 whole entry, looked up): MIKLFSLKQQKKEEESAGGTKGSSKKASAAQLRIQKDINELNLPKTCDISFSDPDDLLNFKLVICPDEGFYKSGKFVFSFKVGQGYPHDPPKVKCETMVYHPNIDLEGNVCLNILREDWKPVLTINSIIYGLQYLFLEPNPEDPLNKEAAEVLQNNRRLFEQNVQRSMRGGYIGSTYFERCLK
Target sequence (Q13564 whole entry, looked up): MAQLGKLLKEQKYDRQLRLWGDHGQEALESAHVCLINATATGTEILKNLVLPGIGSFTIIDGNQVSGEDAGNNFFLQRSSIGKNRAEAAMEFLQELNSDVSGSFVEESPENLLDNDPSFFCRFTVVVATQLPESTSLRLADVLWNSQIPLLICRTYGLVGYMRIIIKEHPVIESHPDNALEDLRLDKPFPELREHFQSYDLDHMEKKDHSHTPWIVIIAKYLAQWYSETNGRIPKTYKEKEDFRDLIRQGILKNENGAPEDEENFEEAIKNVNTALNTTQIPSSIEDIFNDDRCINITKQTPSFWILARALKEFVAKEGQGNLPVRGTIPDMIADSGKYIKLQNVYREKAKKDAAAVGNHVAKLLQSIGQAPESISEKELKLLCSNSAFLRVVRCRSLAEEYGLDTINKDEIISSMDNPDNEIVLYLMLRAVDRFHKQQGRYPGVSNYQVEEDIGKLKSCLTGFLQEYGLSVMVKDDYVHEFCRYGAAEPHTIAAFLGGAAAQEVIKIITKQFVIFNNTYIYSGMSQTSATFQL
TbMetRS inhib: blocks T. brucei methionyl-tRNA synthetase activity; purified T. brucei MetRS, ATP depletion, Kinase-Glo luminescence; inhibition, % at 11.9 µM; 0.4% of 360,000 active;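 active = inhibition above a per-plate cutoff of the control wells' mean inhibition plus 3 SD, cut at about 5.5% in these data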;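 also: 0% = DMSO wells median and 100% = median of wells with control inhibitor compound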
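Measured by: Kinase-Glo luciferase luminescence reporting remaining unconsumed ATP. Material: purified T. brucei MetRS enzyme. Doses: 11.9 µM compound single dose, 0.9% DMSO. Medium: HEPES buffer containing pyrophosphatase, BSA, spermine, DTT. Times: 15 min preincubation, 2 h reaction, all 25 °C. Reagent: methionine, ATP and bulk E. coli tRNA.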
SUMO1 PPI mod: SUMO1-SIM interaction modulation; SUMO1 binding to a labelled peptide, TR-FRET, 1 h; inhibition, % at 20 µM; 0.33% of 360,000 active; AID 602429; in the data active = inhibition above about 37%
Scp1 inh: Scp-1 (human) phosphatase inhibition | Q9GZU7 | Recombinant Scp1, phosphopeptide, malachite green phosphate absorbance | inhibition, % at 20 µM | 0.88% of 340,000 active | AID 493091;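 active = inhibition above about 50% at 20 µM, limit read from the data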;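 also: plate controls were DMSO wells with enzyme for no effect and wells lacking enzyme for full effect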
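Material: truncated SCP-1 phosphatase (76-261aa) / Buffer or medium: 50 mM Tris acetate pH 5.5, 0.005% Tween-20, 10 mM MgCl2 / Compound dosing: one concentration, 20 µM, with 1.0% DMSO / Incubation: 45 min room-temperature reaction, 5 min colour, 30 min stabiliser / Detection: colorimetric free-phosphate detection, absorbance 630 nm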
SKN-1 block: C. elegans SKN-1 inhibition. C. elegans VP596 Pgst-4::GFP/RFP ratio, acrylamide-induced, 24 h. inhibition, % at 21.8 µM. 0.49% of 360,000 active;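 active = interference check ratio from 0.5 to 1.5 plus GFP to RFP signal ratio inhibition reaching or exceeding a fixed threshold, cut at about 30% in these data, passing the limit was not always enough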; also: some compounds called inactive have numbers as strong as hits
NRP1-CendR mod: modulators of CendR peptide binding to human neuropilin-1; O14786; FAM-RPARPAR peptide binding to NRP-1, fluorescence polarization; inhibition, % at 25 µM; 0.85% of 360,000 active;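 active = inhibition or corrected inhibition above about 18%, plus a signal ratio from 0.5 to 1.5, limit read from the data, passing the limit was not always enough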; also: strong numbers were not always called active
NadD block: blocks S. aureus nicotinate mononucleotide adenylyltransferase; inhibition, % at 20 µM; AID 602399; 0.78% of 360,000 active; purified NadD enzyme, colorimetric absorbance read-out; in the data active = inhibition above about 26%; also: some compounds past the cut are filed as inactive
STEP inh: inhibitors of human striatal-enriched phosphatase STEP. P54829. recombinant STEP, OMFP fluorogenic substrate, fluorescence. inhibition, % at 20 µM. 0.25% of 360,000 active;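 active = inhibition at 20 µM, scaled per plate between control wells, above about 37%, limit read from the data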;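 also: 0% = DMSO with enzyme and substrate and 100% = substrate only without enzyme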
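Test system: STEP tyrosine phosphatase / Reagent: OMFP at 25 µM / Doses: 20 µM, 1% DMSO / Read-out: percent inhibition scaled to no-enzyme and uninhibited-enzyme controls, plate-pattern corrected / Detection: FITC-channel fluorescence of OMFP product / Medium: Bis-Tris buffer pH 6.0, 2.5 mM DTT, 0.005% Tween 20 / Schedule: 20 min at room temperature, dark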
DNMT1 inh: blocks human DNA methyltransferase DNMT1; P26358; 0.83% of 360,000 active; AID 588458; inhibition (reported as % activation of signal), % at 10 µM; DNMT1 molecular beacon, Hinp1I cleavage, fluorescence; in the data active = inhibition above about 50%
Active calls of the source: *; i = inactive; x = no result given. No enrichment for hits; overall some 4.6% were active at least once.

Sequence of screens: STEP inh	Scp1 inh	SKN-1 block	TbMetRS inhib	NadD block	SUMO1 PPI mod	LMPTP block	Neddylation inh	NRP1-CendR mod	DNMT1 inh
- COc1ccc(C(C)(C)C)cc1NC(=O)C1CCCO1 (stereo unspecified)
    0	-5	5	0.2	1	4	-1.6	i	4	2
- COc1ccccc1OCC#CCNC1CCCCC1C (stereo unspecified)
    0	-26	9	-0.7	-6	1	-0.1	i	10	-1
- Cc1ccc(NC(=O)c2cc(NC(=O)CCCC(=O)O)ccc2Cl)cc1Cl
    1	-7	1	-1.2	-5	20	-0.2	i	11	0
- O=C(CCN1C(=O)c2ccccc2C1=O)N1CCCCCC1
    2	5	14	-0.4	3	0	0.3	i	-15	1
- CCOC(=O)C1=C(C)NC(C)=C(C(=O)OCC)C1C(=O)OCC(=O)NC1(C#N)CCCCC1
    -1	3	-14	-0.3	-8	-2	-0.4	x	7	0
- O=C1CCCCCCCN1Cc1ccccc1
    1	-8	5	-0.5	-1	-1	-0.4	i	-5	2
- COc1ccc(NS(=O)(=O)c2ccc3c(c2)NC(=O)CC(=O)N3)cc1OC
    2	1	-19	-0.2	-5	7	-1.5	i	2	2
- Cc1ccc(NC(=O)CN(c2ccccc2)S(=O)(=O)N(C)C)cc1
    -6	-9	11	0.4	-3	4	1.3	i	5	5
- O=C(NCCCN1CCN(c2ccccc2F)CC1)C1CC(=O)N(C2CCCC2)C1 (stereo unspecified)
    -4	-9	20	-0.1	-4	2	-0.6	i	-8	1
- CC(Oc1ccc(Cl)cc1Cl)C(=O)Nc1ccc(O)cc1 (stereo unspecified)
    -4	-7	-4	0.5	-3	-6	1.0	i	3	0
- Cc1n[nH]c(=O)c2c(NC(=O)CSc3ncccn3)oc(C)c12
    -2	-5	-3	-0.2	-7	-16	-4.4	i	13	5
- C=C[C@H]1C(C(=O)OCC)=CC[C@@H](c2ccccc2)N1S(=O)(=O)c1ccc(C)cc1
    1	x	4	0.1	-4	4	1.6	i	-12	5
- C=CCOC(=O)C1=C[C@H](C2CC2)[C@@H](CCCO)[C@H](OCC)O1
    1	-6	13	-0.1	3	1	-1.4	i	7	-2
- Cc1ccc(-c2c(C)n([O-])c3c([n+]2=O)CCC3)o1
    -1	4	4	0.3	6	1	-1.8	i	-1	1
- N#Cc1ccccc1OCC(=O)OCC(=O)c1ccc2c(c1)NC(=O)CO2
    2	-7	-6	0.0	9	-2	9.1	i	12	-1
- O=[N+]([O-])c1ccccc1/C=C/CN1CCCC(CO)C1 (stereo unspecified)
    -2	0	14	-0.5	-4	-20	-1.8	i	-3	-6
- CCCCN(CCCC)CCCN1CC(=O)N2[C@@H](Cc3c([nH]c4ccccc34)C2(C)C)C1=O
    2	-5	17	0.0	-6	9	-1.0	i	6	-1
- Cc1ccc(-c2cc(C(=O)N/N=C/c3ccccc3O)n[nH]2)o1
    1	4	4	-0.9	3	-6	1.4	i	3	3
- CC1Cc2nc(SCC(=O)N3CCOCC3)n(C)c(=O)c2S1 (stereo unspecified)
    -3	-2	7	0.7	-1	0	-1.5	i	14	-1
- CCCN1C[C@@H](C)[C@@H](OC)CN(C)C(=O)c2ccc(NC(=O)c3cccc(F)c3)cc2OC[C@H]1C
    x	x	8	0.1	x	5	-0.6	i	16	x
- Cn1nc(N)nc1N1CCN(c2ccc(F)cc2)CC1
    -2	-7	9	-0.2	-3	0	-0.5	i	3	2
- CC1(C)CC(NC(=O)c2ccccc2C(=O)NC2CC(C)(C)NC(C)(C)C2)CC(C)(C)N1
    -3	-4	6	-0.1	8	-2	-0.8	i	-4	-2
- Cc1ccc(S(=O)(=O)N2CCCCC2)cc1NC(=O)c1c(-c2ccccc2)noc1C
    -1	-5	4	-0.1	-1	0	-0.7	i	2	-2
- CCN(CC)S(=O)(=O)c1ccc(Cl)c(NC(=O)COC(=O)/C=C/c2cc(OC)c(OC)c(OC)c2)c1
    4	-13	0	-0.5	-4	1	3.0	i	-10	9
- CCN1C(=NCC(C)C)N[C@@H](c2cccc(F)c2)C(C(=O)OC)=C1C
    -3	24	10	-0.3	4	-2	-3.6	i	-11	3
- CCN1C(=O)[C@H]2[C@@H](c3ccc(-c4ccc(F)cc4)cc3)N[C@@](Cc3ccccc3)(C(=O)OC)[C@H]2C1=O
    0	-8	-12	-0.3	-3	0	2.7	i	-9	-12
- CCCn1c(=S)[nH]c2cc(C(=O)NCC3CCCO3)ccc2c1=O (stereo unspecified)
    -1	-15	10	-0.5	0	5	-0.2	i	10	1
- COc1ccc(/C=N/NC(=O)CCn2c3ccccc3c3ccccc32)cc1O
    -3	56*	13	-0.9	8	-6	2.7	i	14	-6
- COc1ccc(N2C(=O)CC(Cc3ccc(Br)cc3)C2=O)cc1 (stereo unspecified)
    -2	-12	-3	0.1	-3	2	-0.8	i	2	-5
- CC(c1ccco1)N(C(=O)CSc1ccc(Br)cc1)c1ccccn1 (stereo unspecified)
    0	0	-15	1.3	1	-1	-0.3	i	14	-1

One compound at a time, from the list above:
Results for `N#Cc1ccccc1OCC(=O)OCC(=O)c1ccc2c(c1)NC(=O)CO2` : STEP inh: 2; Scp1 inh: -7; SKN-1 block: -6; TbMetRS inhib: 0.0; NadD block: 9; SUMO1 PPI mod: -2; LMPTP block: 9.1; Neddylation inh: i; NRP1-CendR mod: 12; DNMT1 inh: -1
Results for `O=[N+]([O-])c1ccccc1/C=C/CN1CCCC(CO)C1` (stereo unspecified) : STEP inh: -2; Scp1 inh: 0; SKN-1 block: 14; TbMetRS inhib: -0.5; NadD block: -4; SUMO1 PPI mod: -20; LMPTP block: -1.8; Neddylation inh: i; NRP1-CendR mod: -3; DNMT1 inh: -6

3 neighbouring records from above, for reference:
Sequence of screens: STEP inh	Scp1 inh	SKN-1 block	TbMetRS inhib	NadD block	SUMO1 PPI mod	LMPTP block	Neddylation inh	NRP1-CendR mod	DNMT1 inh
- COc1ccc(/C=N/NC(=O)CCn2c3ccccc3c3ccccc32)cc1O
    -3	56*	13	-0.9	8	-6	2.7	i	14	-6
- COc1ccc(N2C(=O)CC(Cc3ccc(Br)cc3)C2=O)cc1 (stereo unspecified)
    -2	-12	-3	0.1	-3	2	-0.8	i	2	-5
- CC(c1ccco1)N(C(=O)CSc1ccc(Br)cc1)c1ccccn1 (stereo unspecified)
    0	0	-15	1.3	1	-1	-0.3	i	14	-1

Looked up above:
TbMetRS inhib with `CC(c1ccco1)N(C(=O)CSc1ccc(Br)cc1)c1ccccn1` (stereo unspecified) reads 1.3
SKN-1 block with `COc1ccc(NS(=O)(=O)c2ccc3c(c2)NC(=O)CC(=O)N3)cc1OC` reads -19

More entries follow:
Sequence of screens: STEP inh	Scp1 inh	SKN-1 block	TbMetRS inhib	NadD block	SUMO1 PPI mod	LMPTP block	Neddylation inh	NRP1-CendR mod	DNMT1 inh
- COc1ccc(OCCN2CCC(C(=O)NC(c3ccccn3)c3ccccc3OC)CC2)cc1 (stereo unspecified)
    -3	x	-5	-0.2	-2	7	-1.3	i	1	4
- COc1cc(C)ccc1OCCOc1c(Cl)cc(Cl)cc1Cl
    4	-15	0	-0.7	10	-2	2.1	i	19	-1
- COc1ccc(C(c2nnnn2C2CCCC2)N2CCC(C(N)=O)CC2)c(OC)c1 (stereo unspecified)
    0	-5	-7	-0.5	3	1	-1.3	i	4	2
- CCCn1c(SCC(=O)N2CCc3ccccc3C2)nc2c1c(=O)n(C)c(=O)n2C
    -3	-9	-3	0.1	-1	-1	-1.0	i	2	-4
- C#CCNC(=O)C[C@@H]1C[C@@]2(C(=O)OC)CC(C)(C)CC=C2N(Cc2ccco2)C1=O
    x	x	0	-0.3	x	-4	-1.2	i	-2	x
- CN(CC(=O)NC(=O)NCc1ccccc1)Cc1ccc(Cl)cc1
    -8	-1	2	0.3	-2	-3	-0.2	i	6	-1
- COc1ccc(NC(=O)c2ccccc2OCc2c(C)noc2C)cc1OC
    2	-14	10	-0.4	-8	-2	0.6	i	15	0
- CCC(C)NC(=O)[C@H]1N2C(=O)c3c(ccc(OC)c3OC)C2SC1(C)C (stereo partly specified)
    -1	-3	0	-0.2	1	1	0.5	i	0	2
- Nc1c(NCCN2CCCCC2)c2ccccc2oc1=O
    -2	-8	8	0.6	1	3	0.1	i	-2	-1
- COc1ccc(CCNc2ncnc3c2nnn3Cc2ccccc2)cc1OC
    -1	-2	13	-1.0	2	-6	-0.8	i	1	-1
- Cc1[nH]c2ccccc2c1C(O)c1ccncc1 (stereo unspecified)
    -1	-6	-8	0.3	5	-4	4.0	i	-1	-5
- CCOC(=O)c1sc(NC(=O)CN2CCN(c3ccc(OC)cc3)CC2)nc1C
    2	3	6	-0.1	-13	4	1.0	i	4	5
- COc1ccccc1C(=O)NCCC(=O)NCCOc1ccccc1
    1	-13	4	-0.1	-1	3	-0.6	i	6	2
